IDE inh = human IDE inhibitors in live cells, primary screen, fluorescence polarization, HEK cells, FAbetaB substrate; inhibition, % at 5.59 µM; AID 434962, 2010; FAbetaB cleavage; 0.41% of 320,000 active;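 active means percent inhibition above the average of all tested compounds plus 3 SD, set per screening campaign, cut at about 16% in these data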;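 further: IDE supplied by intact live HEK cells; FP after avidin binding of uncleaved biotin substrate so inhibition keeps polarization high; 0% = DMSO wells and 100% = 60 µM reference IDE inhibitor Ii1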
IDE act = human IDE activators in live cells, primary screen, fluorescence polarization, HEK cells, FAbeta-B substrate. Insulin-degrading enzyme (Homo sapiens), P14735. FAbeta-B cleavage; 0% vehicle, 100% cell-free pure enzyme wells. activation, % at 5.96 µM. 0.073% of 340,000 active. AID 493087, 2011;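 active means activation above the mean of all tested compounds plus 3 SD, set per screening campaign, cut at about 17% in these data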
* = called active by the depositor.

How did CN(C)CCN(C(=O)CN1C(=O)c2ccccc2C1=O)c1nc2cc3c(cc2s1)OCCO3 do in these assays?
IDE inh: -4; IDE act: 1

What do the screens show for `CCN(CC(=O)Nc1c(F)cccc1F)C(=O)CCSc1ccc(C)cc1`?
IDE inh: 2; IDE act: -6

How did CCCN(CC(=O)Nc1ccccc1OC)C(=O)C1=COCCO1 do in these assays?
IDE inh: 1; IDE act: 0

Results for O=C(Nc1ccncc1)C1CCN(S(=O)(=O)c2c(Cl)cccc2Cl)CC1 ?
IDE inh: -2; IDE act: -1

What do the screens show for `CCCCn1c(N)c(N(CC(C)C)C(=O)c2cccc(S(=O)(=O)N3CCCCC3)c2)c(=O)[nH]c1=O`?
IDE inh: -2; IDE act: 8

What do the screens show for `C[C@H]1CCC(=O)N(CCSc2ccc(Br)cc2)CC1`?
IDE inh: 13; IDE act: -7

How did O=C(C1COc2ccccc2O1)N1CCCCC1 (stereo unspecified) do in these assays?
IDE inh: 1; IDE act: 0

What do the screens show for `CCCc1ncc(C[n+]2ccccc2C)c(N)n1`?
IDE inh: 1; IDE act: 5

What do the screens show for `CCOc1ccc(/C=N/NC(=O)c2ccccc2O)cc1CN1CC2CC(C1)c1cccc(=O)n1C2` (stereo unspecified)?
IDE inh: -2; IDE act: 2

Results for CCC(CO)Oc1cc(NC(=O)c2cccc(Cl)c2)c2ncn(C(C)C)c2c1 (stereo unspecified) ?
IDE inh: 4; IDE act: -4

How did CN(CC(=O)NNC(=O)Cc1ccccc1F)S(=O)(=O)c1ccc(Cl)cc1 do in these assays?
IDE inh: 5; IDE act: 5

Results for CCC1CCCCN1C(=O)CSc1nnc(N)s1 (stereo unspecified) ?
IDE inh: -1; IDE act: 5

What do the screens show for `O=C(O)c1ccc(NC2OC[C@@H](O)[C@H](O)[C@H]2O)cc1` (stereo partly specified)?
IDE inh: -4; IDE act: 8

What do the screens show for `CC(C)Oc1ccc(S(=O)(=O)N2CCCCC2)cc1NC(=O)C1CSC2(C)CCC(=O)N12` (stereo unspecified)?
IDE inh: 0; IDE act: 1

Results for CC(NC(=O)COC(=O)c1ccc(S(=O)(=O)N2CCOCC2)cc1)c1ccccc1 (stereo unspecified) ?
IDE inh: 0; IDE act: -4

What do the screens show for `O=C(c1cccc(S(=O)(=O)N2CCc3ccccc32)c1)N1CCCC(C(F)(F)F)C1` (stereo unspecified)?
IDE inh: 9; IDE act: 1

Results for Cc1ccc(C)c(C(=O)CCC(=O)Nc2ccc(N3CCN(C)CC3)cc2C)c1 ?
IDE inh: -1; IDE act: 4

Results for O=C1C=C(c2ccc(F)nc2)CCC1 ?
IDE inh: 0; IDE act: 2

How did Cc1cccc(N2CC(C(=O)Nc3ccccc3N3CCOCC3)CC2=O)c1C (stereo unspecified) do in these assays?
IDE inh: 1; IDE act: 5

How did O=C(CN1CCN(S(=O)(=O)c2ccc(F)cc2)CC1)NCc1cccs1 do in these assays?
IDE inh: 0; IDE act: 3

What do the screens show for `O=C(OCC(=O)c1ccc[nH]1)C1=COCCO1`?
IDE inh: 5; IDE act: -3

What do the screens show for `Cc1ccc(C(=O)NCCCNC(=O)Cc2ccc(Cl)cc2)cn1`?
IDE inh: 1; IDE act: 3

Results for O=C(CN1C(=O)c2ccccc2S1(=O)=O)NCc1c(F)cccc1F ?
IDE inh: 0; IDE act: -2

What do the screens show for `CCO[C@H]1OC(C(=O)O)=C[C@@H](c2ccccc2)[C@@H]1CCCO`?
IDE inh: -4; IDE act: 0

Results for O=C(COC(=O)c1cccc(S(=O)(=O)N2CCCCCC2)c1)Nc1ccccc1C(F)(F)F ?
IDE inh: 1; IDE act: 2

How did CCCC(/C=C/c1ccc(OC(C)=O)cc1)=C1/c2ccccc2C(=O)N1c1ccccc1 do in these assays?
IDE inh: 3; IDE act: -3

How did O=C1/C(=C/c2ccncc2)Cc2ccccc21 do in these assays?
IDE inh: -1; IDE act: 1

How did CCCn1c(N)c(C(=O)CSc2nnc(-c3c[nH]c4ccccc34)n2C2CC2)c(=O)[nH]c1=O do in these assays?
IDE inh: 1; IDE act: 4

How did Cc1ccc(/C=C/S(=O)(=O)NCC(=O)OCC(=O)Nc2ccc(C(N)=O)cc2)cc1 do in these assays?
IDE inh: 1; IDE act: 3

Results for O=C(COc1ccccc1Cl)Nc1cccc(S(=O)(=O)N2CCCC2)c1 ?
IDE inh: 1; IDE act: 2

What do the screens show for `O=C(COC(=O)c1ccc(F)c(S(=O)(=O)N2CCOCC2)c1)NCCc1ccccc1`?
IDE inh: 1; IDE act: 7

Results for O=C(NNC(=O)C1CC1)c1cc(Br)c(Br)s1 ?
IDE inh: 7; IDE act: -3

Results for Cc1ccc(S(=O)(=O)NCCC(=O)NC(C)CCc2ccccc2)cc1 (stereo unspecified) ?
IDE inh: 0; IDE act: 2

What do the screens show for `CC(C)CN(C(=O)c1ccco1)C1CCS(=O)(=O)C1` (stereo unspecified)?
IDE inh: 1; IDE act: 7

What do the screens show for `CS(=O)(=O)c1ccc(NS(=O)(=O)c2ccc(Cl)c(C(=O)NC3=NCCS3)c2)cc1`?
IDE inh: 4; IDE act: 2

Results for CCOc1ccccc1C(=O)OCC(=O)NCC1CCCCC1 ?
IDE inh: -4; IDE act: -1

Results for O=C(COC(=O)c1nc(Cl)ccc1Cl)NNC(=O)c1ccccc1 ?
IDE inh: 1; IDE act: 1

Results for CC1CCN(C(=O)COC(=O)c2cc([N+](=O)[O-])ccc2N2CCOCC2)CC1 ?
IDE inh: -2; IDE act: 2

What do the screens show for `CCOc1ccc(NC(=O)CN(C)C(=O)CSCc2c(C)noc2C)cc1OCC`?
IDE inh: 4; IDE act: 1

Results for CCCn1nc(C(=O)OCC(=O)Nc2ccc(C)cc2)c2ccccc2c1=O ?
IDE inh: 1; IDE act: -5

What do the screens show for `CC1(c2ccc(Cl)cc2)NC(=O)N(CC(=O)NCCC2=CCCCC2)C1=O` (stereo unspecified)?
IDE inh: -2; IDE act: -3

Results for COc1ccc(C(CNC(=O)c2cccc(NS(=O)(=O)c3ccc(C)c(F)c3)c2)N(C)C)cc1 (stereo unspecified) ?
IDE inh: 3; IDE act: 5

What do the screens show for `O=c1ncn(-c2cccc(Cl)c2)c2ccccc12`?
IDE inh: -4; IDE act: -7

How did O=C(Nc1ncccc1O)c1ccc(Cl)c(S(=O)(=O)N2CCCCC2)c1 do in these assays?
IDE inh: -2; IDE act: 4

How did CC1CN(S(=O)(=O)c2cccc(C(=O)OCC(=O)NCc3ccccc3)c2)CC(C)O1 (stereo unspecified) do in these assays?
IDE inh: -2; IDE act: 2

What do the screens show for `CC(C)(C)OC(=O)NCCCC[C@@H](C(=O)NCCCCCCCCCCC(=O)N1CCN(C(=O)OC(C)(C)C)CC1)n1cc(CCO)nn1`?
IDE inh: 5; IDE act: 5

How did CC(=O)N1CCN(C(=O)c2cc(-c3ccc(Cl)s3)nc3ccccc23)CC1 do in these assays?
IDE inh: 0; IDE act: -2

What do the screens show for `O=C(NCc1ccc(F)cc1)c1ccc(S(=O)(=O)N2CCCCC2)cc1`?
IDE inh: 0; IDE act: -1

What do the screens show for `COc1cccc(CN(C)C(=O)CCNC(=O)c2ccco2)c1`?
IDE inh: 1; IDE act: 4

How did COc1cccc(NC(=O)CNc2cc(S(=O)(=O)N3CCOCC3)ccc2N2CCCC2)c1 do in these assays?
IDE inh: 6; IDE act: 5

Results for N#CCCN(C(=O)COC(=O)CCc1c[nH]c2ccccc12)c1ccccc1 ?
IDE inh: 5; IDE act: 3

What do the screens show for `O=C(CCCOc1ccccc1)N1CCN(S(=O)(=O)c2ccccc2)CC1`?
IDE inh: 1; IDE act: -3

Results for Cc1nc2cc(-c3ccccc3)nn2c(N)c1-c1ccccc1 ?
IDE inh: -2; IDE act: -1

How did COc1ccccc1/C=C/C(=O)OCC(=O)c1c[nH]c2ccccc12 do in these assays?
IDE inh: 3; IDE act: -1

Results for CC(C)C(=O)N[C@H]1CCC2C3CC=C4C[C@@H](O)CC[C@]4(C)C3CC[C@@]21C (stereo partly specified) ?
IDE inh: 0; IDE act: 2

Results for C1N2CN3CN1CN(C2)C3 ?
IDE inh: -3; IDE act: 3

What do the screens show for `Cc1ccc(S(=O)(=O)N2CCN(C(=O)COC(=O)C3(C)CC3(Cl)Cl)CC2)c(C)c1` (stereo unspecified)?
IDE inh: -2; IDE act: -4

Results for CCCCCN(C(=O)CCC(=O)OCc1cccc(Br)c1)c1c(N)n(CCCC)c(=O)[nH]c1=O ?
IDE inh: 9; IDE act: -5

Results for COC(=O)c1cc2ccc(OC)cc2c2cc(OC)c(OC)cc12 ?
IDE inh: -5; IDE act: -5

How did Cc1cc(S(=O)(=O)NCCCN2CCOCC2)ccc1Br do in these assays?
IDE inh: -3; IDE act: 4

What do the screens show for `CC(=O)Nc1ccc(C(=O)N2CCN(S(=O)(=O)c3ccc4c(c3)OCCCO4)CC2)cc1`?
IDE inh: -2; IDE act: 1

How did O=C(Cn1cnc2c(OCc3ccccc3)ncnc21)NCCc1c[nH]c2ccccc12 do in these assays?
IDE inh: 3; IDE act: 2

How did Cc1ccc(S(=O)(=O)N(C)C)cc1NC(=O)COC(=O)CSc1ccccc1 do in these assays?
IDE inh: -1; IDE act: 5

What do the screens show for `CCN(C[C@H]1N[C@@](C)(C(=O)OC)[C@H]2C(=O)N(C)C(=O)[C@@H]12)C(=O)C1CCCCC1`?
IDE inh: 8; IDE act: -2

What do the screens show for `O=C(NCC(c1ccco1)N1CCN(c2ccccc2)CC1)c1cccs1` (stereo unspecified)?
IDE inh: 1; IDE act: -4

What do the screens show for `CC(C)CN(C(=O)CSc1nc2ccccc2c(=O)n1C)C1CCS(=O)(=O)C1` (stereo unspecified)?
IDE inh: -4; IDE act: 0

How did CCOc1ccc(N2C(=O)C3CCCN3C2=S)cc1 (stereo unspecified) do in these assays?
IDE inh: -3; IDE act: 3

What do the screens show for `O=C1COc2ccc(C(=O)COC(=O)/C=C/c3ccc(Br)o3)cc2N1`?
IDE inh: -1; IDE act: 1

Results for CCCCc1ccc(NC(=O)CSc2nc(=O)n(CCN(C)C)c3c2CCC3)cc1 ?
IDE inh: 1; IDE act: 4

What do the screens show for `O=C(Cc1cccc2ccccc12)Nc1ccccc1`?
IDE inh: 0; IDE act: 1

A stretch taken from the entries so far, as a working copy:
What do the screens show for `O=C(NCc1ccc(F)cc1)c1ccc(S(=O)(=O)N2CCCCC2)cc1`?
IDE inh: 0; IDE act: -1

What do the screens show for `COc1cccc(CN(C)C(=O)CCNC(=O)c2ccco2)c1`?
IDE inh: 1; IDE act: 4

The listing continues:
Results for COc1ccc([C@H]2CC(=O)C=C(c3cccc(C(C)C)c3)C2)cc1 ?
IDE inh: 1; IDE act: -3

Results for NC1=NC[C@H](Cc2ccccc2)N1CC1CCCCC1 ?
IDE inh: 2; IDE act: 3

How did Nn1c(SCC(=O)Nc2ccccc2)nnc(Cc2ccccc2)c1=O do in these assays?
IDE inh: -4; IDE act: 6

How did Cc1ccc(S(=O)(=O)NCC(=O)OCc2cc(=O)oc3c(C)c(C)ccc23)cc1C do in these assays?
IDE inh: -1; IDE act: -4

How did N#Cc1cccc(C(=O)Nc2cc(S(=O)(=O)N3CCOCC3)ccc2N2CCCC2)c1 do in these assays?
IDE inh: 9; IDE act: 4

What do the screens show for `C[C@@H]1CN([C@H](C)CO)C(=O)c2cc(NC(=O)Nc3ccc(C(F)(F)F)cc3)ccc2O[C@H]1CN(C)S(=O)(=O)c1ccccc1`?
IDE inh: 0; IDE act: -9

Results for N#Cc1cccc(NC(=O)COC(=O)C2CCC2)c1 ?
IDE inh: 0; IDE act: -1

What do the screens show for `CCCCn1c(N)c(N(CCC)C(=O)C2CCCC2)c(=O)[nH]c1=O`?
IDE inh: -3; IDE act: 6

Results for O=C(C1CCC1)N1CCN(S(=O)(=O)c2ccccc2)CC1 ?
IDE inh: 2; IDE act: 5

Results for CC1(C#N)c2ccccc2C(Br)=CN1C(=O)c1ccccc1 (stereo unspecified) ?
IDE inh: -2; IDE act: 6

Results for CCOC(=O)C1=C(CC)Nc2ccccc2N/C1=N\S(=O)(=O)c1ccccc1OC ?
IDE inh: -6; IDE act: 4

Compounds shown so far with a Cl atom:
Results for O=C(Nc1ccncc1)C1CCN(S(=O)(=O)c2c(Cl)cccc2Cl)CC1 ?
IDE inh: -2; IDE act: -1

Results for CCC(CO)Oc1cc(NC(=O)c2cccc(Cl)c2)c2ncn(C(C)C)c2c1 (stereo unspecified) ?
IDE inh: 4; IDE act: -4

How did CN(CC(=O)NNC(=O)Cc1ccccc1F)S(=O)(=O)c1ccc(Cl)cc1 do in these assays?
IDE inh: 5; IDE act: 5

What do the screens show for `Cc1ccc(C(=O)NCCCNC(=O)Cc2ccc(Cl)cc2)cn1`?
IDE inh: 1; IDE act: 3

Results for O=C(COc1ccccc1Cl)Nc1cccc(S(=O)(=O)N2CCCC2)c1 ?
IDE inh: 1; IDE act: 2

What do the screens show for `CS(=O)(=O)c1ccc(NS(=O)(=O)c2ccc(Cl)c(C(=O)NC3=NCCS3)c2)cc1`?
IDE inh: 4; IDE act: 2

Results for O=C(COC(=O)c1nc(Cl)ccc1Cl)NNC(=O)c1ccccc1 ?
IDE inh: 1; IDE act: 1

What do the screens show for `CC1(c2ccc(Cl)cc2)NC(=O)N(CC(=O)NCCC2=CCCCC2)C1=O` (stereo unspecified)?
IDE inh: -2; IDE act: -3

What do the screens show for `O=c1ncn(-c2cccc(Cl)c2)c2ccccc12`?
IDE inh: -4; IDE act: -7

How did O=C(Nc1ncccc1O)c1ccc(Cl)c(S(=O)(=O)N2CCCCC2)c1 do in these assays?
IDE inh: -2; IDE act: 4

How did CC(=O)N1CCN(C(=O)c2cc(-c3ccc(Cl)s3)nc3ccccc23)CC1 do in these assays?
IDE inh: 0; IDE act: -2

What do the screens show for `Cc1ccc(S(=O)(=O)N2CCN(C(=O)COC(=O)C3(C)CC3(Cl)Cl)CC2)c(C)c1` (stereo unspecified)?
IDE inh: -2; IDE act: -4

Only part of the results is shown; count on the stated rates, not on these rows.
